High-throughput results deposited in PubChem by several laboratories.
ZTA counter: counter-screen for EBNA-1 inhibitors: inhibitors of Epstein-Barr virus ZTA; P03206; ZTA-DNA binding, fluorescence polarization; inhibition, % at 11 µM; actives 0.15% (n = 320,000); AID 2234; in the data active = inhibition above about 33%
Target sequence (P03206 whole entry, looked up): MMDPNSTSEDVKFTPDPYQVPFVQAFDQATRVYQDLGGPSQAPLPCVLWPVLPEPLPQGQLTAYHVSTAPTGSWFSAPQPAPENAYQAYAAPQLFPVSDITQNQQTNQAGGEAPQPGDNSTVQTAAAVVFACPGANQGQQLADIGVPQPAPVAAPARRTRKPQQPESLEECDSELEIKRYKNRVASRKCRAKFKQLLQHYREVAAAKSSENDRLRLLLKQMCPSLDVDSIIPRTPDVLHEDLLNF
EBNA-1 inh: EBNA-1 DNA-binding inhibitors, primary screen, biochemical, fluorescence polarization. actives 0.34% (n = 300,000). inhibition, % at 14.8 µM; in the data active = inhibition above about 28%
TPT1 inhibitor: Candida albicans TPT1 enzyme inhibitors, primary screen, biochemical, fluorescence polarization; recombinant caTPT1, FP RNA substrate dephosphorylation; inhibition, % at 5 µM; actives 0.81% (n = 300,000); AID 1962, 2009;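 active = inhibition above the mean of all tested compounds plus 3 SD, set per screening campaign, cut at about 24% in these data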;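 also: plate controls were DMSO alone for no effect and ferristatin control at 100 nM for full effect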
PP5 primary: PP5 phosphatase inhibitors, primary screen, biochemical, fluorescence. Serine/threonine-protein phosphatase 5 (Homo sapiens), P53041. purified PP5c, OMFP substrate fluorescence. inhibition, % at 6.7 µM. actives 0.18% (n = 320,000). AID 1987, 2009;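 active = inhibition above the campaign's mean inhibition across all tested compounds plus 3 SD, cut at about 9.5% in these data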;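 also: 0% = DMSO only and 100% = 100 µM cantharidin control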
CR mimetic SO: reduction of superoxide in aged yeast, primary screen, HTS; superoxide response (% of plate mean), % at 10 µM; actives 0.18% (n = 330,000); S. cerevisiae aged cells, superoxide DHE fluorescence; hits give low values;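 active = superoxide response under a set limit, about three screen SD below normal, cut at about 65% in these data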;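 also: yeast aged for seven days with compound at 30 °C before DHE staining; 100% = average MFI of all compound-treated wells on the plate with controls excluded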
JMJD2C inh: inhibitors of GASC-1 histone demethylase, primary screen, biochemical, fluorescence, DELFIA europium; actives 0.069% (n = 330,000); inhibition, % at 2.35 µM; AID 2099, 2009; Lysine-specific demethylase 4C (Homo sapiens), Q9H3R0; GST-JMJD2C(1-420) H3K9me3 demethylation;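 active = more than half of a compound's replicate wells show inhibition beyond 50%, single wells judged on their own value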;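 also: signal counts dimethyl H3K9 product captured on neutravidin plate; 0% = median of DMSO wells and 100% = 0.3 times that DMSO median; strong numbers were not always called active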
Target sequence (Q9H3R0 1-420 limits assumed): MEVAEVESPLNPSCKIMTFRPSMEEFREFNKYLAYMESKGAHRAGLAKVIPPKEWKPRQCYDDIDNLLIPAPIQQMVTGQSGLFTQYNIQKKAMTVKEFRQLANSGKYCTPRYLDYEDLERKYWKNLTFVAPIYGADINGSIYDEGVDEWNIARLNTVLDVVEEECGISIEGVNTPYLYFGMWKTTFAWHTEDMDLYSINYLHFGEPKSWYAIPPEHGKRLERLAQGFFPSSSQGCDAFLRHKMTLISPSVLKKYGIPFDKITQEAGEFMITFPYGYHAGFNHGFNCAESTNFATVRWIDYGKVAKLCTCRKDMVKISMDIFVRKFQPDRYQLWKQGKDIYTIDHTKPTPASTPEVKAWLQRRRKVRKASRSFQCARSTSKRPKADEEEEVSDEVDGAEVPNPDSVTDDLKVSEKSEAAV
PP1 counter: PP1-alpha phosphatase inhibitors, primary screen, counter-screen for PP5 inhibitor project, biochemical, fluorescence, OMFP substrate, single point; inhibition, % at 6.7 µM; purified PP1alpha; actives 0.9% (n = 320,000);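 active = inhibition above the mean inhibition of all tested compounds plus 3 SD, computed separately for each screening campaign, cut at about 15% in these data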
Target sequence (P62136 whole entry, looked up): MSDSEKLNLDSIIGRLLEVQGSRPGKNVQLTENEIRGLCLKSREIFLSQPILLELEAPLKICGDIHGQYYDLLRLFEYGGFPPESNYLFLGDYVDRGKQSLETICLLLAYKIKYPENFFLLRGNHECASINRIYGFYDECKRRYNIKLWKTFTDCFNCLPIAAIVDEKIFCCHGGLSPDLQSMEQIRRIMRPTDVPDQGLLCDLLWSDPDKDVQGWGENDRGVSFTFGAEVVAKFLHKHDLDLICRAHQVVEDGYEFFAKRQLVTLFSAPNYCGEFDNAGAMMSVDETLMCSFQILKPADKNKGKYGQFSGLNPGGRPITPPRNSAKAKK
HCV core dimer: inhibitors of HCV core protein dimerization, primary screen, biochemical, TR-FRET, high-throughput; TR-FRET GST/Flag-core106 dimerization, 1536-well; inhibition, % at 5 µM; actives 0.33% (n = 300,000); AID 1899, 2009;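 active = inhibition above the mean of all tested compounds plus 3 SD, set per screening campaign, cut at about 45% in these data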
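Material: GST/Flag-tagged HCV core106 proteins. Incubation: 4 h, 22.5 °C incubation. Read-out basis: inhibition (%) from 671 over 617 nm ratio. Measured by: TR-FRET, excitation 340 nm, emission 617 and 671 nm.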
Fh CTSL1 inh: Fasciola hepatica cathepsin L1 inhibitors, primary screen, counter-screen for PFM18AAP inhibitor project, biochemical, QFRET, fluorogenic peptide substrate | recombinant F. hepatica cathepsin L1, Z-Leu-Arg-MCA fluorescence | inhibition, % at 5.96 µM | actives 0.49% (n = 300,000) | AID 1906, 2009;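 active = inhibition above the mean of all tested compounds plus 3 SD, set per screening campaign, cut at about 17% in these data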;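 also: 0% = plate median of test compound wells and 100% = 1 µM Z-Phe-Ala-diazomethylketone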
* marks the source's active call; other numbers are inactive results; / = no result given; & = joins results of further samples. An unsorted share of the library (roughly 3.1% active in at least one column).

SMILES	ZTA counter	EBNA-1 inh	TPT1 inhibitor	PP5 primary	CR mimetic SO	JMJD2C inh	PP1 counter	HCV core dimer	Fh CTSL1 inh
CCOCCCNC(=O)CSc1ccccc1	-6	-4	2	0.2	96	-21	-6	-2	-1
CC(C)(C)[C@@H]1C=C(C(=O)O)O[C@H](OCCCCO)C1	14	10	-1	0.3	/	-6	-2	12	0
Clc1ccccc1Cn1nnc2c(NCCN3CCOCC3)ncnc21	1	5	-2	1.4	94	91*	1	-2	0
Cn1c(=O)c2c(nc(CN3CCN(CCO)CC3)n2Cc2cccc3ccccc23)n(C)c1=O	-15	1	0	-0.7	101	9	-5	-1	2
CC(NS(=O)(=O)c1ccc(Br)cc1)C(=O)NCC1CCCO1 (configuration not stated)	-26	-8	-6	-6.2	88	23	3	-1	-6
NC1=NC[C@H](c2ccccc2)N1CCc1cccc(F)c1	-5	-6	-3	-0.5	93	1	2	-18	4
Cc1ccc(S(=O)(=O)/C=C2\NC(=O)CS2)cc1	-3	6	-3	1.9	96	7	-5	1	-5
Clc1ccccc1N1CCN(Cc2ccc(Br)o2)CC1	-1	-6	-1	-1.5	102	-11	2	-7	14
CC(NC(=O)c1ccc(CS(=O)(=O)Cc2ccccc2F)o1)c1ccc2c(c1)OCCO2 (configuration not stated)	-24	-8	-1	0.7	99	4	-1	5	-4
CN1CCN(C(=S)NC(=O)/C=C/c2cccc3ccccc23)CC1	14	7	0	0.7	114	0	0	1	5
N#Cc1ccc(/C=N/N=C(N)N)cc1	-9	4	-4	-1.6	96	2	0	-2	3
Cc1ccc(C)c(S(=O)(=O)N2CCN(Cc3cc4c(cc3O)OCO4)CC2)c1	3	/	/	1.9	95	8	-3	/	/
N#Cc1ccccc1COC(=O)c1cc(=O)c2ccccc2o1	3	-20	0	2.0	101	-4	2	-8	9
CSCCC(NC(N)=O)C(=O)NCc1ccccc1Cl (configuration not stated)	-6	12	1	1.1	89	3	1	-9	0
CC(C)[C@H](NC(=O)c1ccc(F)cc1)C(=O)OCC(=O)NC(=O)c1cccn1C	-14	7	0	2.2	103	0	-2	4	-23
CC(=O)c1c(N2CCOCC2)nc(=O)n(-c2ccccc2)c1C	-2	6	1	-2.3	93	-24	1	-19	0
CCC(C(=O)Nc1ncn[nH]1)(C(F)(F)F)C(F)(F)F	3	1	-2	0.2	103	34	0	-4	-1
COC(=O)c1cccc(CSc2nnc(-c3ccco3)n2-c2ccccc2)c1	-13	-2	1	0.6	99	-20	2	13	-4
N#Cc1ccc(S(=O)(=O)N2CCN(C(=O)C3CC(=O)N(c4ccc5c(c4)OCCO5)C3)CC2)cc1 (configuration not stated)	-8	/	/	0.3	103	-19	2	/	/
O=C(Nc1ccc(Cl)c(Cl)c1)Nc1ccccc1O	-14	-15	7	9.4	99	-8	9	-8	2
CC(=O)Nc1ccc(NC(=O)c2cc(S(=O)(=O)N3CCCCC3)ccc2C)cc1	-6	/	/	1.6	98	/	-4	/	/
COc1ccc(-c2nc(CS(=O)CC(=O)NCCCN3CCCC3)c(C)o2)cc1OC (configuration not stated)	-12	13	0	-1.5	106	14	-3	-6	1
O=C(NCCc1ccccc1)c1ccc2c(c1)OCCCO2	16	1	1	-0.7	100	-2	-4	13	5
Cc1ccc(CNc2ccc(S(=O)(=O)N3CCOCC3)cc2[N+](=O)[O-])cc1	-9	0	-3	1.4	99	-4	2	8	0
CCOc1ccc(CN2C(=O)c3ccccc3Sc3ccc(C(=O)NCCCN4CCOCC4)cc32)cc1	1	0	2	-0.3	110	-7	-1	-5	-1
CC1=C(C(=O)NCc2ccccc2)C(c2ccc(C)o2)n2ncnc2N1 (configuration not stated)	-2	1	-14	-0.3	90	-22	2	2	0
O=C(COC(=O)CCCN1C(=O)c2ccccc2C1=O)Nc1cc(Cl)cc(Cl)c1	-2	-21	-1	1.2	67	1	3	-7	-34
COc1cc2c(cc1NC(=O)Nc1cccc(C)c1)oc1ccccc12	-9	15	-5	5.9	98	-9	0	11	1
Cc1ccc(S(=O)(=O)N2CCC(C(=O)NC3CC3)CC2)cc1	4	2	-1	-1.1	95	10	2	-2	-2
CCOC(=O)c1sc(NC(=O)CSc2n[nH]c(CC(C)C)n2)nc1C	0	1	-2	0.1	86	1	-1	3	1
Cc1ccc(C)c(S(=O)(=O)N2CCN(C(=O)C(C)Sc3ccccc3)CC2)c1 (configuration not stated)	11	3	0	1.2	102	-1	-1	10	-3
COC(=O)c1ccc(C(NC(=O)c2cccnc2)NC(=O)c2cccnc2)cc1	6	10	-3	-2.3	92	44	-3	1	-1
COc1ccc(C(CNC(=O)c2oc3cc(C)c(C)cc3c2C)N2CCCCC2)cc1 (configuration not stated)	-1	-7	-4	2.2	104	7	0	-2	2
CN1CCN(C(=O)c2ccc(S(=O)(=O)Nc3ccccc3)cc2)CC1	17	/	/	-1.1	106	5	-3	/	/
CN(CC(=O)Nc1ccc(F)cc1)C(=O)COC(=O)c1ccc(-c2ccccc2)cc1	-7	-4	0	-0.3	103	24	-1	0	5
Cc1ccc(Nc2ccc3nonc3c2[N+](=O)[O-])cc1	18	4	0	0.1	89	3	-2	7	2
O=C(/C=C/c1ccc(-c2ccc(F)cc2)o1)N1CCCC1	4	-1	-1	0.9	78	6	3	0	5
COc1cccc(CNC(=O)CCc2ccc(OC)c(OC)c2)c1	-13	-19	20	1.6	106	-4	0	2	6
CCN1CCN(CC(=O)N2N=CCC2c2ccccc2)CC1 (configuration not stated)	-19	-2	-3	-4.1	90	-2	-5	-4	-2
NS(=O)(=O)c1ccc(CCNc2ccc(C(F)(F)F)cn2)cc1	7	-8	1	0.5	101	2	2	0	1

Copied from the list.
In CR mimetic SO, COC(=O)c1ccc(C(NC(=O)c2cccnc2)NC(=O)c2cccnc2)cc1 is listed with 92
In ZTA counter, COc1cccc(CNC(=O)CCc2ccc(OC)c(OC)c2)c1 is listed with -13
In JMJD2C inh, COc1ccc(C(CNC(=O)c2oc3cc(C)c(C)cc3c2C)N2CCCCC2)cc1 (configuration not stated) is listed with 7

Continued:
SMILES	ZTA counter	EBNA-1 inh	TPT1 inhibitor	PP5 primary	CR mimetic SO	JMJD2C inh	PP1 counter	HCV core dimer	Fh CTSL1 inh
O=C(NC1CCCC1)C(c1ccncc1)N(C(=O)c1csnn1)c1cccc(F)c1 (configuration not stated)	16	-3	-1	1.5	106	10	0	6	-4
Cc1cc(C)c(C)c(S(=O)(=O)NCC(=O)Nc2sc3c(c2C(N)=O)CCCC3)c1C	-8	-10	-1	3.2	97	-3	5	22	4
O=C(CN1CCOCC1)NN1CC(=O)N(c2ccc(Cl)cc2)CC1=O	-5	2	2	0.3	104	-3	-1	2	4
O=C(NCCCN1CCCCCC1)C1CC(=O)N(CCc2ccccc2)C1 (configuration not stated)	-3	-2	1	-5.5	91	-3	-10	0	1
O=C(CN(Cc1ccco1)S(=O)(=O)c1cccs1)Nc1ccccc1C(F)(F)F	14	1	-4	0.4	110	-8	2	3	3
Cc1nnc(SCc2cccs2)[nH]c1=O	-8	-6	-1	2.8	110	6&26	-3	-10	0
O=C(CSc1ccccc1)Nc1ccccc1C(=O)O	-7	-2	2	0.3	97	-7	-1	1	-4
C=C1C(=O)O[C@H]2[C@H]1[C@@H](O)CC(=C)[C@@H]1CC(=O)[C@@H](C)[C@H]21	5	4	-2	1.1	95	21	1	-6	0
O=C1c2ccccc2C2(c3ccccc3)N1CCN2C(=O)C(Cl)(Cl)Cl (configuration not stated)	-10	0	-1	0.7	107	-17	2	8	3
COc1ccc(CCNC(=O)COC(=O)c2sc(C)nc2C)cc1	-1	/	/	1.2	95	/	-3	/	/
O=C(Nc1ccc(F)c([N+](=O)[O-])c1)C1CC(=O)N(Cc2ccccc2)C1 (configuration not stated)	0	-1	-2	-2.1	105	4	3	1	-1
N/C(=N\OC(=O)COc1ccc(Br)cc1Cl)c1ccncc1	4	2	4	2.4	104	-2	1	-4	-4
Cc1sc2nc(CSCC(=O)Nc3ccc(C(=O)N(C)C)cc3)[nH]c(=O)c2c1C	4	/	/	1.0	100	10	-4	/	/
CC1CCCCC1NC(=O)COC(=O)c1ccccc1NC(=O)c1ccco1 (configuration not stated)	3	8	0	-0.7	98	3	-1	3	1
CCOc1ccc(CCNC(=O)CCNC(=O)c2ccc(Br)cc2)cc1OCC	4	-7	-1	1.8	98	4	0	1	-1

Among those listed so far, these have four or more nitrogen atoms:
SMILES	ZTA counter	EBNA-1 inh	TPT1 inhibitor	PP5 primary	CR mimetic SO	JMJD2C inh	PP1 counter	HCV core dimer	Fh CTSL1 inh
Clc1ccccc1Cn1nnc2c(NCCN3CCOCC3)ncnc21	1	5	-2	1.4	94	91*	1	-2	0
Cn1c(=O)c2c(nc(CN3CCN(CCO)CC3)n2Cc2cccc3ccccc23)n(C)c1=O	-15	1	0	-0.7	101	9	-5	-1	2
N#Cc1ccc(/C=N/N=C(N)N)cc1	-9	4	-4	-1.6	96	2	0	-2	3
CCC(C(=O)Nc1ncn[nH]1)(C(F)(F)F)C(F)(F)F	3	1	-2	0.2	103	34	0	-4	-1
N#Cc1ccc(S(=O)(=O)N2CCN(C(=O)C3CC(=O)N(c4ccc5c(c4)OCCO5)C3)CC2)cc1 (configuration not stated)	-8	/	/	0.3	103	-19	2	/	/
CC1=C(C(=O)NCc2ccccc2)C(c2ccc(C)o2)n2ncnc2N1 (configuration not stated)	-2	1	-14	-0.3	90	-22	2	2	0
CCOC(=O)c1sc(NC(=O)CSc2n[nH]c(CC(C)C)n2)nc1C	0	1	-2	0.1	86	1	-1	3	1
COC(=O)c1ccc(C(NC(=O)c2cccnc2)NC(=O)c2cccnc2)cc1	6	10	-3	-2.3	92	44	-3	1	-1
Cc1ccc(Nc2ccc3nonc3c2[N+](=O)[O-])cc1	18	4	0	0.1	89	3	-2	7	2
CCN1CCN(CC(=O)N2N=CCC2c2ccccc2)CC1 (configuration not stated)	-19	-2	-3	-4.1	90	-2	-5	-4	-2
O=C(NC1CCCC1)C(c1ccncc1)N(C(=O)c1csnn1)c1cccc(F)c1 (configuration not stated)	16	-3	-1	1.5	106	10	0	6	-4
O=C(CN1CCOCC1)NN1CC(=O)N(c2ccc(Cl)cc2)CC1=O	-5	2	2	0.3	104	-3	-1	2	4
Cc1sc2nc(CSCC(=O)Nc3ccc(C(=O)N(C)C)cc3)[nH]c(=O)c2c1C	4	/	/	1.0	100	10	-4	/	/
